# Source: PubChem
# STEP block: blocks human striatal-enriched tyrosine phosphatase; recombinant STEP, OMFP fluorogenic substrate, fluorescence; inhibition, % at 20 µM; hit rate 0.25% among 360,000; P54829; AID 588621;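 active = inhibition at 20 µM, scaled per plate between control wells, above about 37%, limit read from the data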;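 also: 0% = DMSO with enzyme and substrate and 100% = substrate only without enzyme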
#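 Material: STEP (striatal-enriched tyrosine phosphatase) enzyme, cell-free; Compound dosing: 20 µM single dose in 1% DMSO; Technique: fluorescence read at 480 nm ex / 540 nm em; Times: reaction 20 min, ambient temperature; Medium: 50 mM Bis-Tris pH 6.0 with 2.5 mM DTT and 0.005% Tween 20; Also added: OMFP at 25 µM.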
# DNMT1 inh: inhibitors of human DNMT1; P26358; DNMT1 molecular beacon, Hinp1I cleavage, fluorescence; inhibition (reported as % activation of signal), % at 10 µM; hit rate 0.83% among 360,000; AID 588458; in the data active = inhibition above about 50%
# Target sequence (P26358 504-1616 limits assumed): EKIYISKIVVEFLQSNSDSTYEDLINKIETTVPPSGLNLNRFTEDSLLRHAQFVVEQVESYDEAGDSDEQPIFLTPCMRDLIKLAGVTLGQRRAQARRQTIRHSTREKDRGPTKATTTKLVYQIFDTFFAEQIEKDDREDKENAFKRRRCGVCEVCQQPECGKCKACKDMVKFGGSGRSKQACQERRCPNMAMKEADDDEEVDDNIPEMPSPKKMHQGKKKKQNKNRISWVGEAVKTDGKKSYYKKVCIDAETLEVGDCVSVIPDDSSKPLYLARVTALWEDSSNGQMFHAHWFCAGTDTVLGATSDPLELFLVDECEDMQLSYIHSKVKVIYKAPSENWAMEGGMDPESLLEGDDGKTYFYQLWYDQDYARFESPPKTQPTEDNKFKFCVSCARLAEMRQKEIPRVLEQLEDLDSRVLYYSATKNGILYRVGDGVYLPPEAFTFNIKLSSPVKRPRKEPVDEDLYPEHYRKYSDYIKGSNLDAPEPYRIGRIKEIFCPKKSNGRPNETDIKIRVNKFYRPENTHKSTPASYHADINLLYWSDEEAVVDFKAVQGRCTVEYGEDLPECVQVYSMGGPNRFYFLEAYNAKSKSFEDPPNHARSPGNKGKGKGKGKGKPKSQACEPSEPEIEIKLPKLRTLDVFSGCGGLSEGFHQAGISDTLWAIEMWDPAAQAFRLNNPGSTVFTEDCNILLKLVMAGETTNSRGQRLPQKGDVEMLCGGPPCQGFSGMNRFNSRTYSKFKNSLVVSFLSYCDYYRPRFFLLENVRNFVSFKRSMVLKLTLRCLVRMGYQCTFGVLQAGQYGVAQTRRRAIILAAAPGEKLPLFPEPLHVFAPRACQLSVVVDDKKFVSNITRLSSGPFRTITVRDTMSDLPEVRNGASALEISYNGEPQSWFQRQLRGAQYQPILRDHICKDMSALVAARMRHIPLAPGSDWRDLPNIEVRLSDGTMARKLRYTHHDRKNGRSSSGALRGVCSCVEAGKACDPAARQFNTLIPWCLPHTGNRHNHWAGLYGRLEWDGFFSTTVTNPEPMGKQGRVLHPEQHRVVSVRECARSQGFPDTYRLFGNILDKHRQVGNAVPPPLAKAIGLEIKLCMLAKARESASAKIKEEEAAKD
# LMPTP inh: LMPTP (human) inhibition; inhibition, % at 20 µM; hit rate 0.22% among 360,000; recombinant LMPTP-A, OMFP fluorogenic substrate, fluorescence intensity; AID 651560;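 active = compounds that cut the enzyme signal by at least half of the control window in the single-dose screen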;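 also: plate controls were DMSO wells with enzyme plus substrate for no effect and substrate without enzyme for full effect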
#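 test system = LMPTP-A | amount = 0.625 nM LMPTP-A final | reagent = fluorogenic phosphatase substrate OMFP at 400 µM final | incubation = 50 min at room temperature | benchmarks = no-enzyme low control, uninhibited high control | medium = Bis-Tris pH 6.0, DTT, detergent | signal = fluorescence intensity of OMFP turnover product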
# Neddyl block: cullin neddylation inhibition. P61081+Q13564. TR-FRET cullin neddylation, biochemical. calls only at 25 µM. hit rate 0.58% among 360,000; in the data active = inhibition above about 36%
# SKN-1 inh: C. elegans SKN-1 inhibition; AID 624304; C. elegans VP596 Pgst-4::GFP/RFP ratio, acrylamide-induced, 24 h; inhibition, % at 21.8 µM; hit rate 0.49% among 360,000;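 active = interference check ratio from 0.5 to 1.5 plus GFP to RFP signal ratio inhibition reaching or exceeding a fixed threshold, cut at about 30% in these data, passing the limit was not always enough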; also: some compounds called inactive have numbers as strong as hits
# SUMO1-SIM PPI: alters human SUMO1 binding to SIM partners; inhibition, % at 20 µM; P63165; hit rate 0.33% among 360,000; SUMO1 binding to a labelled peptide, TR-FRET, 1 h; AID 602429; in the data active = inhibition above about 37%
# Scp-1 inhibitor: Scp-1 (human) phosphatase inhibition. hit rate 0.88% among 340,000. inhibition, % at 20 µM. Q9GZU7. Recombinant Scp1, phosphopeptide, malachite green phosphate absorbance. AID 493091;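 active = inhibition above about 50% at 20 µM, limit read from the data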;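 also: plate controls were DMSO wells with enzyme for no effect and wells lacking enzyme for full effect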
#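 System: SCP-1 catalytic domain; Reagent: Phospho 17-mer peptide substrate; Doses: one concentration, 20 µM, with 1.0% DMSO; Incubation: 45 min room-temperature reaction, 5 min colour, 30 min stabiliser; Signal: Phosphate-binding colour reagent, absorbance read at 630 nm.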
# NadD block: inhibitors of Staphylococcus aureus NadD | hit rate 0.78% among 360,000 | inhibition, % at 20 µM | purified NadD enzyme, colorimetric absorbance read-out; in the data active = inhibition above about 26%; also: some compounds past the cut are filed as inactive
# CendR NRP1 mod: alters CendR peptide binding to human NRP-1. AID 602438. FAM-RPARPAR peptide binding to NRP-1, fluorescence polarization. inhibition, % at 25 µM. O14786. hit rate 0.85% among 360,000;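 active = inhibition or corrected inhibition above about 18%, plus a signal ratio from 0.5 to 1.5, limit read from the data, passing the limit was not always enough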; also: strong numbers were not always called active
# Tb MetRS inh: blocks T. brucei methionyl-tRNA synthetase activity | purified T. brucei MetRS, ATP depletion, Kinase-Glo luminescence | inhibition, % at 11.9 µM | hit rate 0.4% among 360,000 | AID 624268;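 active = inhibition above a per-plate cutoff of the control wells' mean inhibition plus 3 SD, cut at about 5.5% in these data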;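 also: 0% = DMSO wells median and 100% = median of wells with control inhibitor compound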
#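 Dosing: 11.9 µM single point; system: parasite MetRS enzyme; technique: luminescence of leftover ATP; times: 15 min enzyme-compound preincubation, 2 h reaction, 10 min detection, 25 °C; replicates: each compound tested once; read-out basis: percent inhibition relative to median high and low control wells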
# An asterisk follows results filed as active; i = inactive; / = not tested or not shown; + = active, no number.
SMILES,STEP block,DNMT1 inh,LMPTP inh,Neddyl block,SKN-1 inh,SUMO1-SIM PPI,Scp-1 inhibitor,NadD block,CendR NRP1 mod,Tb MetRS inh
C/C(O)=C\c1nc(=O)c2c(C)cc(C)nc2n1-c1ccccc1,2,6,-0.8,i,7,4,-10,4,-16,-0.3
Clc1ccc(COn2nnc3ccccc32)c(Cl)c1,3,-1,-0.4,i,24,-1,-2,-7,4,-0.6
O=C(NCCCNC(=O)c1ccc(Cl)cc1Cl)c1ccco1,-3,2,-0.5,i,6,6,-8,-2,9,0.3
C[C@H]1COC(=O)[C@@H](Cc2ccc(F)cc2)CC/C=C\C[C@H](CC(=O)NCCO)C(=O)N1,1,13,7.4,i,34,6,13,-1,23,0.2
Cc1c(Cc2ccccc2)c(=O)oc2c(C)c(OCC(=O)N3CCC(C(=O)O)CC3)ccc12,-3,3,0.3,/,9,9,4,4,8,1.7
CC(C)(O)CNC(=O)Nc1ccc(Cl)c(Cl)c1,-2,0,1.4,i,-6,4,3,-5,-2,0.0
CCOC(=O)CSCC(NC(=O)OC(C)(C)C)C(=O)OCC (stereo not drawn),1,5,0.6,i,5,-1,0,6,2,0.2
CC(=O)Nc1ccc(SCC(=O)Nc2ccccc2N2CCOCC2)cc1,-1,-1,-0.1,i,12,-7,-7,0,-8,0.1
Cc1ccc(C(=O)NCCN2C3=NC[C@@H](Cc4ccccc4)N3C[C@H]2Cc2ccc(O)cc2)cc1Br,2,6,2.3,i,6,-12,1,12,5,-0.1
CN(CCO)CC(O)Cn1cnc2c1c(=O)n(C)c(=O)n2C (stereo not drawn) (tested in a mixture with another compound),-2,2,-1.9,i,-9,-1,-6,4,-7,-1.0
CCN(CC)C(=O)COc1coc(CN2CCN(c3ccc(F)cc3)CC2)cc1=O,-2,1,-0.8,i,4,3,-6,2,17,0.0
COc1cccc(CCN2CCC(CNS(=O)(=O)c3cc(-c4cc(C)no4)ccc3C)CC2)c1,-1,-4,1.8,i,-8,-2,2,0,-5,-0.3
O=[N+]([O-])c1ccc(N2CCN(Cc3ccc(Br)o3)CC2)cc1,0,3,-0.5,i,15,-21,-8,2,-3,0.5
O=C(Nc1cccc(O)c1)c1cnn2cccnc12,0,0,0.0,i,5,4,2,1,5,0.6
CCN(C(=O)Cc1c(C(=O)O)[nH]c2ccccc12)c1cc(OC)ccc1OC,-2,-2,-1.4,i,-9,1,-25,-3,-21,0.7
O=C(N/N=C/C(c1ccccc1)c1ccccc1)c1ccccc1F,-3,0,1.4,i,-6,-2,-1,-4,3,0.1
CCn1c(=O)cc(OCC(=O)N2CCCC2)c2ccccc21,-4,1,0.4,i,2,8,-12,0,4,-0.9
CCc1cccc(CC)c1NC(=S)Nc1ccc2cn[nH]c2c1,2,2,-1.9,i,2,1,-7,-2,0,-0.8
Cc1cc(C)c2nc(SC(C)C#N)cc(C)c2c1 (stereo not drawn),4,-4,1.5,i,-3,-2,-4,3,16,0.0
N#Cc1ccccc1S(=O)(=O)N1CCN(C(=O)Cc2n[nH]c(=O)c3ccccc23)CC1,-1,0,1.2,i,-4,1,2,0,23,-0.3
CC(=O)N(CCOc1ccccc1)CCOc1ccccc1,0,1,-1.0,i,3,1,-8,-1,-1,0.1
CS(=O)(=O)N(Cc1ccc(C(=O)N2CCc3ccccc3C2)cc1)c1ccccc1,0,-5,0.2,i,0,0,-6,1,-2,0.5
Nc1nc2sc3c(c2cc1C(=O)NCC(=O)O)CCCC3,-4,-2,20,i,1,-16,-10,0,-8,-0.8
CC1=NN(c2ccc(Cl)c(C(=O)O)c2)C(=O)/C1=C\c1ccc(-c2ccc(C(=O)O)cc2)o1,21,28,1.2,i,3,14,81*,1,-92,0.5
CC(NC(=O)COC(=O)c1ccc2c(c1)OCCO2)c1ccccc1 (stereo not drawn),-3,2,-0.4,i,27,6,2,-2,-5,-0.2

# Structures listed above shown as hits in Scp-1 inhibitor.
SMILES,STEP block,DNMT1 inh,LMPTP inh,Neddyl block,SKN-1 inh,SUMO1-SIM PPI,Scp-1 inhibitor,NadD block,CendR NRP1 mod,Tb MetRS inh
CC1=NN(c2ccc(Cl)c(C(=O)O)c2)C(=O)/C1=C\c1ccc(-c2ccc(C(=O)O)cc2)o1,21,28,1.2,i,3,14,81*,1,-92,0.5

# The list continues.
SMILES,STEP block,DNMT1 inh,LMPTP inh,Neddyl block,SKN-1 inh,SUMO1-SIM PPI,Scp-1 inhibitor,NadD block,CendR NRP1 mod,Tb MetRS inh
COc1cc(NC(=O)c2cccc3c(-c4cnn(C)c4)coc23)cc(OC)c1OC,5,1,0.8,i,14,13,/,-8,-7,-0.2
O=c1c2ccccc2nc(SCCN2CCCCC2)n1CCc1ccccc1,1,0,1.4,i,2,0,-8,-4,2,-0.1
CCC1CCCCN1C(=O)CSc1nnc(CNC(=O)c2ccco2)o1 (stereo not drawn),-1,-1,0.8,i,-13,-4,-6,-5,6,-0.1
C=CC(=O)Nc1cccc(CN2C(=O)N(c3cc(OC)cc(OC)c3)Cc3cnc(NCCCCN(CC)CC)nc32)c1,5,-23,1.3,i,-2,-63,15,-3,11,/
O=S(=O)(Cc1ccccc1)Nc1cccc(Br)c1,1,0,0.5,i,17,6,-19,-5,-8,-0.6
N#Cc1ccc(CSc2nnc(-c3ccccn3)n2-c2ccccc2)cc1,2,4,-0.8,i,-5,-1,6,1,-3,-0.7
Cc1cccc(-c2nc(CCNC(=O)c3ccco3)cs2)c1,-2,7,-0.3,i,21,2,/,-2,-5,-0.2
C#CCNC(=O)c1ccc2sc([C@H]3C[C@H](O)[C@@H](CO)O3)nc2c1,-3,2,-2.1,i,-1,3,/,-4,-7,0.3
CNc1cccnc1C=NNC(N)=S,3,5,1.0,+,-12,33,2,4,8,-0.5
Cn1c(SCc2c(F)cccc2Cl)nc2c(c1=O)SCC2,5,0,2.5,i,8,11,-12,4,-7,-0.3
CC1(C)CC(=O)C2=C(C1)Nc1ccccc1NC2c1cccs1 (stereo not drawn),-1,2,-1.8,i,0,0,6,-2,-6,-0.4
COc1ccc(C(CC(=O)N2CCN(c3ccccc3)CC2)c2c(O)cc(OC)cc2OC)cc1 (stereo not drawn),0,-10,2.9,i,-7,8,-8,4,21,0.5
COc1ccc(/C=N/Nc2nnc(Cc3ccccc3)c(=O)[nH]2)cc1OC,1,-3,-0.5,i,14,11,-4,0,1,-1.3
CCCNC(=O)C(=O)NCc1ccccn1,-1,-1,-1.0,i,-2,-1,-1,-1,6,-0.5
O=C(Nc1ccc(F)cc1F)c1ccc2ncsc2c1,-1,-1,0.6,i,18,1,-3,2,6,0.0
CCCC(C(=O)NNC(=O)c1cc(C)oc1C)c1ccccc1 (stereo not drawn),1,4,-3.7,i,4,4,3,-5,6,0.2
O=C(CBr)N1CCc2ccccc2C(c2ccccc2)C1 (stereo not drawn),-1,1,0.1,i,10,2,-7,-5,-1,-0.8
COc1ccc2cc3cc(C(=O)NCCCN4CCc5ccccc5C4)sc3nc2c1,-3,4,1.2,+,5,-8,-7,-1,0,-0.1
NS(=O)(=O)c1ccc(CCNC(=O)CSc2ccc([N+](=O)[O-])cc2)cc1,2,-3,1.3,i,6,-21,1,8,-3,0.6
CC1(C)CC(=O)c2cc(C(=O)NCc3ccco3)c(=O)n(-c3ccc(Cl)cc3)c2C1,0,-1,0.8,i,-1,1,-7,0,-2,-0.1
CC(C)Cn1c(-c2cccs2)nc2ccccc21,-1,-2,2.2,i,13,-1,4,-3,1,0.0
O=S(=O)(c1ccc(-c2ccccc2)cc1)N1CCCCC1,3,-2,2.2,i,21,3,-10,-4,14,1.2
N=C1/C(=C\c2coc3ccc(O)cc3c2=O)C(=O)N=C2SC=CN12,-6,43,3.3,i,5,-64,-2,-3,133,-0.2
COC(=O)c1cn(CC(=O)Nc2ccc(OC)cc2)c2ccccc12,2,0,0.4,i,5,1,-11,0,-11,0.0
O=C1CN(C(=O)COC(=O)c2oc3ccccc3c2COc2ccccc2)c2ccccc2N1,-2,-11,2.6,i,3,-1,-7,22,4,-0.9

# Random excerpt: 3 entries already listed.
SMILES,STEP block,DNMT1 inh,LMPTP inh,Neddyl block,SKN-1 inh,SUMO1-SIM PPI,Scp-1 inhibitor,NadD block,CendR NRP1 mod,Tb MetRS inh
COc1ccc(C(CC(=O)N2CCN(c3ccccc3)CC2)c2c(O)cc(OC)cc2OC)cc1 (stereo not drawn),0,-10,2.9,i,-7,8,-8,4,21,0.5
CCC1CCCCN1C(=O)CSc1nnc(CNC(=O)c2ccco2)o1 (stereo not drawn),-1,-1,0.8,i,-13,-4,-6,-5,6,-0.1
Cc1cccc(-c2nc(CCNC(=O)c3ccco3)cs2)c1,-2,7,-0.3,i,21,2,/,-2,-5,-0.2

# Later entries
SMILES,STEP block,DNMT1 inh,LMPTP inh,Neddyl block,SKN-1 inh,SUMO1-SIM PPI,Scp-1 inhibitor,NadD block,CendR NRP1 mod,Tb MetRS inh
CC(C)(Cc1cc(CC(C)(C)C(=O)O)cc(C(C)(C)C)c1)C(=O)O,0,2,-1.4,i,7,7,-17,-4,4,0.4
C=CCNC(=O)c1c(Cl)cnn1-c1ccc(C)cc1,0,3,4.6,i,-4,-4,-4,-2,7,-1.2
CC(C)(NC(=O)N1CCOCC1)c1cccc(C(C)(C)NC(=O)N2CCOCC2)c1,-2,5,0.6,i,-3,-2,0,-8,-3,-0.4
COc1ccc(COC(=O)c2n[nH]c3ccccc23)cc1F,-5,-4,-1.2,i,3,3,-9,-8,-14,-1.0
CCOC(=O)C1CCN(C(=O)CN(C)S(=O)(=O)c2ccc3c(c2)c(=O)n(C)c(=O)n3C)CC1,1,2,-1.3,i,-3,6,-6,4,8,0.9
COc1ccc2c(c1)N(C)/C(=C1/SC(=NCc3ccccc3)N(c3ccccc3)C1=O)S2,-1,53*,-2.3,i,1,-17,9,31*,27*,-0.7
Cc1nn(CC(=O)OCC(=O)c2ccc(OC(F)F)cc2)c(C)c1[N+](=O)[O-],-1,-3,0.1,i,7,-1,-2,1,-1,-0.1
O=C(/C=C/c1ccccc1O)c1ccc(Cl)cc1,-4,7,1.9,i,0,-7,-6,-8,3,-0.3
COc1ccc(C2=NN(C(=O)c3cccs3)C(c3ccccc3OC)C2)cc1OC (stereo not drawn),0,-6,7.1,i,4,3,-11,4,-9,-0.3
O=C(NCCN1CCOCC1)c1cc(-c2cccc(O)c2)on1,2,-1,-0.3,i,8,2,-7,2,4,-0.5
CCOC(=O)C1=C(C)N(C[C@@H]2CC[C@@H](Cc3ccc(-c4ccccc4)cc3)O2)C(=O)NC1c1cccc([N+](=O)[O-])c1 (stereo partly drawn),6,-8,3.0,i,-7,2,1,-2,4,-1.8
O=C(NC1CC1)C1=C[C@@H](C2CCCCC2)C[C@@H](OCCCCO)O1,4,7,-1.0,i,3,1,2,1,4,-0.4
Cc1nc2ccccc2c(=O)n1CCCn1ccnc1,-1,8,0.3,i,-16,-2,-9,-1,3,0.7
